# Bioassay records from PubChem.
# tuberculosis growth – growth inhibition of non-replicating M. tuberculosis (AID 488890); Mycobacterium tuberculosis non-replicating, growth inhibition; higher % means a stronger effect; one-dose inhibition, % at 25 µM; IC50 in µM for titrated hits; hit rate 0.39% among 320,000; in the data active = a potency from the dose series; inconclusive = inhibition mostly from about 82% at the one dose, without a potency; inactive = the rest, 99 in 100 with inhibition below about 76%;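 also: plate controls were DMSO cells for no effect and high antibiotic wells for full effect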
# inhibitors of VEEV – inhibitors of VEEV TC-83 cytopathic effect, confirmation, Vero cells (AID 588727); inhibition, % at 20 µM, or IC50 in µM where a hit was titrated; hit rate 0.13% among 350,000; Vero cells, VEEV TC-83 cytopathic effect inhibition; higher % means a stronger effect; in the data active = a potency from the dose series; inconclusive = inhibition mostly from about 14% at the one dose, without a potency; inactive = the rest, 99 in 100 with inhibition below about 12%; also: strong numbers were not always called active
# Salmonella PhoP GFP – PhoP regulon inhibitors, Salmonella typhi PhoP promoter GFP reporter, confirmatory (AID 1850); hit rate 0.33% among 310,000; inhibition, % at 50 µM, or IC50 in µM where a hit was titrated; Salmonella Typhi PhoP-promoter GFP reporter, fluorescence, 4 h; higher % means a stronger effect; in the data active = a potency from the dose series; inconclusive = inhibition mostly from about 25% at the one dose, without a potency; inactive = the rest, 99 in 100 with inhibition below about 19%;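 also: 0% = induced wells with vehicle and 100% = uninduced wells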
# H37Rv inhibition – M. tuberculosis growth inhibition, HTS (AID 449762) | one-dose inhibition, % at 25 µM; IC50 in µM for titrated hits | M. tuberculosis H37Rv growth inhibition, 7H9 media; higher % means a stronger effect | hit rate 0.59% among 330,000; in the data active = a potency from the dose series; inconclusive = inhibition above about 70% without an active follow-up result;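 also: bacterial growth assessed after seven days of incubation; strong numbers were not always called active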
# H1N1 NS1A inhibition – H1N1 influenza NS1A inhibitors, functional cell based assay (AID 504329). NS1A functional cell-based assay, percent inhibition; higher % means a stronger effect. inhibition, % at 12.5 µM; hits with a dose series show IC50 in µM. hit rate 0.3% among 340,000; in the data active = a potency from the dose series; inconclusive = inhibition above about 27% without an active follow-up result; also: strong numbers were not always called active
# inhibitors of VEEV 10K pilot screen – second read-out of inhibitors of VEEV, no call of its own (marks repeat the call); inhibition, %; measured here: 10K pilot screen inhibition
# Numbers without * were called inactive; i = inactive; ? = inconclusive; nt = not tested or not shown; & = joins results of further samples. Random draw from the library. Share with any hit: about 1.5%.
SMILES,tuberculosis growth,inhibitors of VEEV,Salmonella PhoP GFP,H37Rv inhibition,H1N1 NS1A inhibition,others
CSCCC(NC(=O)/C(=C/c1ccc(F)cc1)NC(C)=O)C(=O)O (centres undefined),2%,0.2%,-6%,-4%,0%,
COc1ccc(CCNc2nc(C)nc3c2nnn3Cc2ccccc2)cc1OC,8%,1.9%,-7%,-3%,-30%,
Cc1ccc(-n2c(Cc3cccn3C)nnc2SCC(=O)N2CCN(c3ccccc3)CC2)cc1,13%,2.2%,-2%,3%,8%,
O=C(O)CC(NC(=O)C1CCCCC1)c1cc([N+](=O)[O-])ccc1Cl (centres undefined),-1%,i,-5%,-10%,6%,
Cc1nn(C)cc1C1Nc2ccccc2C(=O)N1O (centres undefined),3%,6.8%,-2%,5%,-5%,
CCOc1ccccc1N,-5%,i,nt,6%,-3%,
COc1ccccc1OCC(=O)NNC(=O)CSC(=S)N1CCCC1,-12%,1.6%,nt,-4%,-13%,
Nn1c(SCc2ccc(C(=O)O)cc2)nnc1-c1ccc(Cl)cc1Cl,1%,0.4%,8%,5%,-6%,
CCOc1cc(CNc2ccc(N3CCN(C(C)=O)CC3)cc2)cc(Br)c1OC,21%,1.5%,-4%,-3%,12%,
C/C(O)=C(/C#N)c1nc2ccccc2[nH]1,30%,9.5%,13%,8%,-7%,
CC(OC(=O)CCCN1C(=O)c2ccccc2C1=O)C(=O)Nc1ncc(Cl)cc1Cl (centres undefined),-6%,i,-11%,-4%,13%,
O=C(COC(=O)c1ccc([N+](=O)[O-])o1)NCCc1ccccc1,61%,1.7%,nt,?,-5%,
Cc1ccc(NC(=O)NC(=O)CN2C(=O)NC3(CCc4ccccc43)C2=O)c(C)c1 (centres undefined),60%,4.9%,-7%,5%,7%,
O=C(N/N=C/c1ccncc1)c1cc([N+](=O)[O-])cc([N+](=O)[O-])c1O,45%,0.6%,0%,?,-15%,
Cc1sc2nc(NCCO)[nH]c(=O)c2c1C,-5%,1.6%,nt,2%,-13%,
CCOC(=O)c1sc(NC(=O)CSc2nnnn2-c2ccc(C)cc2C)nc1C,21%,0.7%,10%,-7%,2%,
CN(C)CC1CSCCC1(O)c1ccc(Cl)cc1 (centres undefined),-15%,i,-4%,-13%,-5%,
COc1ccccc1OCC(=O)NCc1nc(-c2ccccc2)no1,-4%,0.6%,8%,-5%,10%,
Cc1ccc(-n2nnnc2CNC(=O)c2ccc(Br)o2)cc1C,-2%,5.2%,6%,11%,5%,
O=C(Cc1ccc(-n2cccc2)cc1)NC1CCCCC1,-5%,1.3%,-5%,9%,8%,
Nc1ccccc1SC1CC(=O)N(c2ccc3c(c2)OCCO3)C1=O (centres undefined),-8%,4.6%,2%,-6%,-12%,
CCC(c1nnnn1Cc1ccco1)N1CCC(C(N)=O)CC1 (centres undefined),-11%,0.1%,3%,-6%,0%,inhibitors of VEEV 10K pilot screen=1.1
COc1cccc(C2c3[nH]c4ccccc4c3CCN2Cc2cccc(C)n2)c1 (centres undefined),47%,2.0%,-4%,28%,6%,inhibitors of VEEV 10K pilot screen=1.1
NC(=O)[C@@H]1CCCN1Cc1c(C(=O)N2CCN(C3CCCCC3)CC2)nc2ccccn12,-7%,1.0%,-11%,-8%,20%,
Nc1nc(SCn2nnc3ccccc3c2=O)n[nH]1,-6%,1.6%,23%,-7%,-5%,

# An excerpt from above in order of count of non-hydrogen atoms, rising.
SMILES,tuberculosis growth,inhibitors of VEEV,Salmonella PhoP GFP,H37Rv inhibition,H1N1 NS1A inhibition,others
CCOc1ccccc1N,-5%,i,nt,6%,-3%,
C/C(O)=C(/C#N)c1nc2ccccc2[nH]1,30%,9.5%,13%,8%,-7%,
Cc1sc2nc(NCCO)[nH]c(=O)c2c1C,-5%,1.6%,nt,2%,-13%,
CN(C)CC1CSCCC1(O)c1ccc(Cl)cc1 (centres undefined),-15%,i,-4%,-13%,-5%,
Nc1nc(SCn2nnc3ccccc3c2=O)n[nH]1,-6%,1.6%,23%,-7%,-5%,
O=C(Cc1ccc(-n2cccc2)cc1)NC1CCCCC1,-5%,1.3%,-5%,9%,8%,
O=C(COC(=O)c1ccc([N+](=O)[O-])o1)NCCc1ccccc1,61%,1.7%,nt,?,-5%,
CSCCC(NC(=O)/C(=C/c1ccc(F)cc1)NC(C)=O)C(=O)O (centres undefined),2%,0.2%,-6%,-4%,0%,
COc1ccccc1OCC(=O)NNC(=O)CSC(=S)N1CCCC1,-12%,1.6%,nt,-4%,-13%,
COc1cccc(C2c3[nH]c4ccccc4c3CCN2Cc2cccc(C)n2)c1 (centres undefined),47%,2.0%,-4%,28%,6%,inhibitors of VEEV 10K pilot screen=1.1
CC(OC(=O)CCCN1C(=O)c2ccccc2C1=O)C(=O)Nc1ncc(Cl)cc1Cl (centres undefined),-6%,i,-11%,-4%,13%,
NC(=O)[C@@H]1CCCN1Cc1c(C(=O)N2CCN(C3CCCCC3)CC2)nc2ccccn12,-7%,1.0%,-11%,-8%,20%,
Cc1ccc(-n2c(Cc3cccn3C)nnc2SCC(=O)N2CCN(c3ccccc3)CC2)cc1,13%,2.2%,-2%,3%,8%,

# The results go on.
SMILES,tuberculosis growth,inhibitors of VEEV,Salmonella PhoP GFP,H37Rv inhibition,H1N1 NS1A inhibition,others
CCN(CC(=O)Nc1ccc(N2CCOCC2)cc1)C(=O)c1ccc(C(F)(F)F)cc1,-15%,i,-3%,-4%,15%,
Cc1cccc(C)c1NC(=O)C(c1cccs1)N(Cc1ccco1)C(=O)Cn1nnc2ccccc21 (centres undefined),-5%,7.5%,8%,-3%,-9%,
CCSC1=C(C#N)C(c2ccccc2C)CC(=O)N1 (centres undefined),-3%,i,4%,-6%,-2%,
CC(C)C(=O)N(Cc1cc2ccccc2[nH]c1=O)C(C)(C)C,-6%,0.6%,11%,0%,4%,
Cc1ccc2oc(C(F)(F)C(F)F)cc(=O)c2c1,-10%,89%,0%,10%,-19%,
O=S(=O)(Nc1ccc2nc(-c3ccco3)[nH]c2c1)c1ccccc1,14%,6.5%,-10%,13%,2%,
COc1cccc(C(=O)N2CCN=C2SC)c1,3%,0.7%,4%,-6%,1%,
CC(NC(=O)C(=O)NCCC1=CCCCC1)c1ccccc1 (centres undefined),-9%,i,-3%,-5%,-9%,
CCOc1cc(C=C2C(=O)NC(=O)NC2=O)ccc1OS(=O)(=O)c1ccccc1,52%,0.9%,7%,9%,-3%,
O=C(Nc1ccccc1)C(c1ccccc1)c1ccccc1,18%,i,4%,-5%,-26%,
O=C(O)c1ccc(Cl)c(NC(=O)C2CCCN2S(=O)(=O)c2cccc3nsnc23)c1 (centres undefined),2%,1.2%,13%,-2%,-6%,
O=C(Nc1nc(-c2ccccc2)cs1)C1CCCN(S(=O)(=O)c2ccccc2)C1 (centres undefined),16%,6.3%,-9%,-8%,-4%,
Cc1onc(-c2ccccc2Cl)c1C(=O)NC(=S)Nc1ccc(C(C)C)cc1,66%,2.4%,2%,1%,-17%,
COc1ccc(C(=O)N/N=C2/SCC(=O)N2Cc2ccc3c(c2)OCO3)cc1OC,5%,i,-1%,1%,8%,
CC(=O)NC1C(OCCOc2ccc(Cl)cc2C)OC(CO)C(O)C1O (centres undefined),-5%,0.2%,3%,4%,-5%,
N#CC(=C=[N-])c1nc2ccccc2nc1-[n+]1cccc(NC(=O)c2ccccc2)c1,-7%&-4%,9.6%,14%&4%,1%&1%,-5%,
C(=C\c1nnc2c3ccccc3ncn12)/c1ccccc1,-18%,1.3%,-9%,-1%,-2%,
Cc1cc(NC(=O)CSc2ccc(-c3ccc(Br)cc3)nn2)no1,55%,0.6%,-1%,-18%,-3%,
Cc1ccc(C(=O)NCC(=O)N(C)Cc2cccc(F)c2)s1,nt,0.1%,nt,nt,9%,
C/C(=N\N1CCCCC1c1cccnc1)c1c(O)n(C2CCCCC2)c(=S)[nH]c1=O (centres undefined),77%,5.3%,-10%,0%,-2%,
CN1C(=O)C2(C(C#N)=C(N)Oc3c2oc(CO)cc3=O)c2ccccc21 (centres undefined),1%,i,8%,6%,-8%,
CC(NC(=O)c1cnccn1)c1ccc(S(N)(=O)=O)cc1 (centres undefined),-9%,0.1%,19%,-13%,-11%,
Clc1ccc2[nH]c(-c3ccccc3)cc2c1,19%,3.8%,0%,8%,-10%,
CCCNC(=O)Nc1nc2ccccc2s1,9%,0.8%,15%,-2%,10%,
Cc1nc2ccc(NC(=O)N3CCSCC3)cc2nc1C,1%,4.8%,0%,4%,2%,
# Going on with the list:
SMILES,tuberculosis growth,inhibitors of VEEV,Salmonella PhoP GFP,H37Rv inhibition,H1N1 NS1A inhibition,others
C=C(C)CNC(=O)CCc1nnc(Cc2cccc(C(F)(F)F)c2)o1,44%,0.3%,-1%,6%,4%,inhibitors of VEEV 10K pilot screen=1.2
COc1ccc(C/C(N)=N/OC(=O)C(c2ccccc2)c2ccccc2)cc1OC,9%,0.1%,-20%,5%,-7%,
NNC(=O)c1oc2nc(-c3cccs3)cc(-c3ccco3)c2c1N,-7%,14%,-12%,?,-3%,
Cc1cc(C)nc(NC(N)=S)n1,-17%,i,-16%,1%,-6%,
Cc1cc(C)c(S(=O)(=O)Nc2ccc(-c3cn4ccccc4n3)cc2)c(C)c1,33%,1.3%,8%,5%,8%,
CCCc1cc(=O)oc2cc(OCc3ccc(OC)cc3)c(Cl)cc12,2%,0.2%,-5%,-3%,1%,
CCC(NC(=O)CN1CCN(C(=O)c2cccs2)CC1)c1ccc(C)cc1 (centres undefined),14%,1.7%,nt,-1%,-1%,
O=C1NC(NS(=O)(=O)c2ccccc2)(C(F)(F)F)C(=O)N1c1cccc(Cl)c1 (centres undefined),2%,0.1%,-11%,4%,6%,
O=C(NCCCn1ccnc1)Nc1ccc(Cl)cc1,42%,i,-4%,0%,-5%,
O=C(O)c1ccccc1OC(=O)C12CC3CC(CC(C3)C1)C2,11%,1.9%,-3%,2%,-3%,
Cc1nn(C)c(C)c1NC(=O)CN1CCC(O)(c2ccc3c(c2)OCO3)CC1,-13%,i,3%,-3%,-7%,
COc1ccc(CCN2C(=O)CC(N3CCOCC3)C2=O)cc1 (centres undefined),?,0.7%,-3%,-1%,-2%,
CCOc1cccc(NC(=O)/C(C#N)=C/c2cccnc2)c1,13%,1.6%,6%,1%,10%,
COC(=O)CN(C)C(=O)c1cccc(OC2CCN(S(=O)(=O)N(C)C)CC2)c1,15%,3.9%,-5%,6%,-15%,
CCOC(=O)c1c(C)n(-c2ccc(C)cc2)c2ccc(OCC(O)CNCC3CCCO3)cc12 (centres undefined),?,0.2%,4%,23µM*,13%,
CCOC(=O)CSC1=NN2CCS(=O)(=O)N=C2S1,16%,0.5%,6%,1%,8%,
CCOc1ccc(C(=O)NCCCCNC(=O)c2ccc(OCC)cc2)cc1,12%,0.3%,-9%,-2%,-15%,
CCOC(=O)c1cnc2ccccc2c1Nc1cc(C(=O)O)ccc1C,19%,4.5%,-6%,-1%,1%,
COc1cccc(C(=O)Nc2ncc3c(n2)CC(c2ccc(OC)cc2OC)CC3=O)c1 (centres undefined),9%,6.3%,-1%,0%,0%,
CCOc1ccccc1NC(=O)CCc1nnc2ccc(NCc3ccco3)nn12,21%,1.2%,-4%,9%,-4%,
Cc1cc(CNC(=S)Nc2ccc(Br)cc2Cl)nn1C,63%,2.0%,-9%,-7%,6%,
COCCN1C(=O)C(CC(=O)Nc2ccc(C(C)=O)cc2)SC1=Nc1ccccc1 (centres undefined),6%,2.1%&6.8%,7%,3%,-6%&-8%,
CC(NC(=O)Nc1ccccc1)C(c1cccs1)N1CCN(c2ccccc2)CC1 (centres undefined),-5%,3.1%,3%,4%,8%,
Cc1c(Nc2nc3ccccc3n3cnnc23)cccc1[N+](=O)[O-],7%,1.4%,-6%,5%,-2%,
Cc1ccccc1Nc1ncnc2c1cnn2-c1ccccc1,nt,8.2%,nt,0%,-6%,
Cc1cc(=O)oc2cc(OCC(=O)Nc3nnc(C4CC4)s3)ccc12,-11%,0.5%,1%,-5%,-1%,
CCC(=O)c1cc(-c2nc3ccccc3n2C)n(C)c1,31%,i,6%,-9%,2%,
